# CHO-K1 Ca antag: counter-screen for M1 antagonists: effect in parental CHO-K1 cells; ATP-induced calcium, Fluo-8 fluorescence; inhibition, % at 3 µM; 0.6% of 360,000 active; AID 602250;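 active = inhibition above a per-plate cutoff, the plate's mean sample inhibition plus 3 SD, cut at about 24% in these data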;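 also: 0% = DMSO plus EC80 ATP and 100% = DMSO alone without ATP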
# OXTR potentiate: human OXTR potentiators, primary screen, fluorescence, CHO-OTR cells, Fluo-8 calcium | Oxytocin receptor (Homo sapiens), P30559 | Fluo-8 calcium fluorescence, potentiator mode; 0% = oxytocin EC15, 100% = EC100 | activation, % at 3 µM | 0.061% of 320,000 active;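 active = activation above that plate's cutoff, the mean activation of tested compounds plus 3 SD, cut at about 6.6% in these data, passing the limit was not always enough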;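 also: 100% uses oxytocin at 75 nM as the full agonist control; some results filed as inactive read as strong as hits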
# Target sequence (P30559 whole entry, looked up): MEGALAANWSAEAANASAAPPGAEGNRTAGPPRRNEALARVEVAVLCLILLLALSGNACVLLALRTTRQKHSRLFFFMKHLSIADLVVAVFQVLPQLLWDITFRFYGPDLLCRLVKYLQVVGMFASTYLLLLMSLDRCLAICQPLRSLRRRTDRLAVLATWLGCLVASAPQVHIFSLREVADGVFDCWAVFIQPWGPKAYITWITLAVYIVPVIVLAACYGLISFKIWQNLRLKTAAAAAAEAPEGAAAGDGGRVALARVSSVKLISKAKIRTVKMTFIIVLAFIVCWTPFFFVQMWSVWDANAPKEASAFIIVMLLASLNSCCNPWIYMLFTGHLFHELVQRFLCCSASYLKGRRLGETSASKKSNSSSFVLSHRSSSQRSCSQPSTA
#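 System: human OTR in CHO cells; Also added: sub-maximal oxytocin, roughly EC15; Timing: compound 6 min at room temperature before oxytocin, 100 s read; Technique: Fluo-8 intracellular calcium fluorescence, ex 470-495, em 515-575 nm; Controls: oxytocin EC15 low and EC100 high; Replication: singlicate.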
# CHRM1 PAM: human M1 muscarinic receptor positive allosteric modulators, primary screen, CHO-K1 cells, Fluo-8 calcium fluorescence, 1536-well; Muscarinic acetylcholine receptor M1 (Homo sapiens), P11229; CHO-K1 hM1, ACh EC20; 0% = ACh EC20, 100% = maximal ACh; activation, % at 3 µM; 0.088% of 360,000 active; AID 588819, 2011; in the data active = activation above about 19%, passing the limit was not always enough
# M1 ag parental: counter-screen for M1 agonists: effect in parental CHO-K1 cells | activation, % at 3 µM | 0.48% of 360,000 active | Fluo-8 calcium fluorescence; scaled to maximal ATP response, vehicle zero | AID 602248, 2012; in the data active = activation above about 15%;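 also: untransfected CHO-K1 host cells lacking M1 receptor as counterscreen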
# CHRM1 agonist: human M1 muscarinic receptor agonists, primary screen, Fluo-8 calcium fluorescence, CHO-K1 cells, HTS | Muscarinic acetylcholine receptor M1 (Homo sapiens), P11229 | CHO-K1 hM1, agonist mode; 0% DMSO, 100% acetylcholine EC100 | activation, % at 3 µM | 0.33% of 360,000 active | AID 588814, 2011;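 active = activation above the run's mean compound activation plus 3 SD, cut at about 16% in these data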;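 also: peak over basal fluorescence ratio within a 140 s kinetic read after compound addition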
# CHRM4 agonist: human M4 muscarinic receptor agonists, primary screen, CHO-K1 cells, Fluo-8 calcium fluorescence. CHO-K1 hM4/Gqi5; vehicle 0%, full acetylcholine response 100%. activation, % at 3 µM. 0.14% of 360,000 active;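 active = activation above the run mean over all test wells plus 3 SD, cut at about 32% in these data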;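 also: peak over basal fluorescence ratio per well then scaled between controls; 0% = DMSO wells and 100% = acetylcholine at EC100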
# Target sequence (P08173 whole entry, looked up): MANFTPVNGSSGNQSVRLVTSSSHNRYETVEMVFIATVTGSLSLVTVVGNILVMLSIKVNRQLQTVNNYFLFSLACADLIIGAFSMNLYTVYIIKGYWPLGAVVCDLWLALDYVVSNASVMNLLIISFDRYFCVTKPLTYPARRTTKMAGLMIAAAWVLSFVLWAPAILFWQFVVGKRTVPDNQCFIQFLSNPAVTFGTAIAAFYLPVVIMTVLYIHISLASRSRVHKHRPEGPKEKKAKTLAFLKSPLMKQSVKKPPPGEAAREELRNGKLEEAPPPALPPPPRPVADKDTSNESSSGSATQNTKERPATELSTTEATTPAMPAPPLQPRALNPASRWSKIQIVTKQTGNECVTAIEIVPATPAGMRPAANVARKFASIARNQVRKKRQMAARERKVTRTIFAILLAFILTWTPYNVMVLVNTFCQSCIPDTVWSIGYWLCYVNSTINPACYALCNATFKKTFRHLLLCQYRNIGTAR
# CHRM1 antagonist: human M1 muscarinic receptor antagonists, primary screen, CHO-K1 cells, Fluo-8 calcium fluorescence, 1536-well | Muscarinic acetylcholine receptor M1 (Homo sapiens), P11229 | CHO-K1 hM1, ACh EC80 antagonist | inhibition, % at 3 µM | 1.3% of 360,000 active | AID 588852, 2011;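 active = percent inhibition above its own plate's cutoff, namely the mean of that plate's compound wells plus 3 SD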;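 also: peak over basal fluorescence ratio during 140 s after agonist addition; 0% = ACh EC80 plus DMSO and 100% = DMSO alone without agonist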
# M4 antag: human M4 muscarinic receptor antagonists, primary screen, CHO cells, Fluo-8 calcium fluorescence; 0.73% of 360,000 active; inhibition, % at 3 µM; AID 624125, 2012; CHO-hM4 cells, ACh EC80; Muscarinic acetylcholine receptor M4 (Homo sapiens), P08173;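 active = inhibition above its plate's cutoff, the mean inhibition of sample wells plus 3 SD, cut at about 27% in these data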;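 also: 0% = acetylcholine EC80 with DMSO and 100% = DMSO without agonist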
# CHO parental Ca: ATP-evoked calcium signal inhibitors, parental CHO, primary screen, counter-screen for OX1R antagonist project, cell-based, fluorescence, Fluo-8 calcium dye; parental CHO-K1, ATP-induced calcium, Fluo-8 fluorescence; inhibition, % at 5.6 µM; 0.63% of 330,000 active;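 active = inhibition above that plate's mean sample inhibition plus 3 SD, cut at about 26% in these data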;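 also: 0% = ATP-challenged DMSO wells and 100% = DMSO wells without ATP; some compounds past the cut are filed as inactive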
#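 Assay system – parental CHO cells · Reagent – ATP stimulus · Detection – intracellular calcium via Fluo-8 no-wash fluorescent dye · Evaluation – percent inhibition of ATP-evoked calcium rise, normalized to controls · Controls – ATP wells versus no-ATP DMSO wells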
# Active calls of the source: *; / = no result given; & = joins results of further samples.
SMILES,CHO-K1 Ca antag,OXTR potentiate,CHRM1 PAM,M1 ag parental,CHRM1 agonist,CHRM4 agonist,CHRM1 antagonist,M4 antag,CHO parental Ca
Cc1cccc(N2C(=O)N3[C@H](c4ccc(Br)cc4)[C@@H]4C(=O)N(C(C)(C)C)C(=O)[C@@H]4[C@]3(Cc3ccc(Cl)cc3)C2=O)c1,-10,-8,4,0.0,-1,0,5,-2,-13
Cc1nc2c(-c3ccc(F)cc3)cnn2c(N)c1-c1ccc(F)cc1,-2,-5,16,0.4,-2,2,-12,-10,-2
CS(=O)(=O)N(CC(=O)N1CCCC1)c1cccc(Cl)c1,-14,-17,1,0.7,0,0,-1,2,10
Cc1csc(NC(=O)C2CCCN2C(=O)Oc2ccccc2)n1 (stereo not drawn),-11,4,13,0.1,-5,0,-6,1,-13
CC(OC(=O)c1cccnc1Cl)C(=O)Nc1ccc2c(c1)OCCO2 (stereo not drawn),4,-9,6,0.7,-5,2,-2,-2,-8
COc1ccc(C(=O)Nc2nnc(Cc3cccs3)s2)cc1OC,-14,-10,18,0.2,0,0,-16,10,-12
CC1=Nn2c(nnc2-c2ccccn2)SC1,-10,4,12,0.3,-2,1,-14,-9,-4
COc1ccccc1C(=O)Oc1ccc(C(C)(C)C)cc1,-23,-7,0,-0.2,-3,0,-6,-19,41*
CC(=O)N1c2ccc(S(=O)(=O)N3CCCC3C(=O)Nc3cccc(F)c3)cc2CC1C (stereo not drawn),-10,-1,-1,1.1,-4,5,-7,-26,-13
CN(Cc1cnn(Cc2ccccc2)c1)C(=O)c1cccc(S(=O)(=O)N2CCOCC2)c1,3,-12,0,4.0,0,5,15,11,-22
CCc1cc2c(N3CCN(c4nnc(CC)s4)CC3)ncnc2s1,-12,-11,-3,3.4,0,5,7,-3,2
CCCC1CCC(c2ccc(OCC)cc2)=CC1=O (stereo not drawn),-5,/,0,0.7,-6,0,-16,-3,/
O=C(Cc1ccccc1)NC1CCN(C(=O)NCc2ccccc2)CC1,-13,-8,0,0.7,-3,1,-3,-4,1
COc1ccc(C(=O)Nc2cccc3nc(C)ccc23)c(OC)c1,-9,-3,-1,2.3,-5,2,0,2,-25
O=C(Nc1ccc(S(=O)(=O)C(F)F)cc1)c1cccc(S(=O)(=O)N2CCOCC2)c1,2,-20,-15,11,1,18,14,-7,2
Fc1cccc(-c2csc(-c3ccno3)n2)c1,-13,3,4,-0.2,-7,-1,-8,-2,-12
COc1cc(C)ccc1Oc1nc(-c2ccccc2O)nc2ccccc12,-3,0,0,0.2,-2,0,7,3,-1
O=c1cc(CO)oc(C(Nc2ccccn2)c2ccc(F)cc2)c1O (stereo not drawn),-18,-9,14,0.1,0,0,-12,3,-5
Cc1onc(-c2ccccc2)c1C(=O)NC(=S)NNC(=O)c1ccco1,-4,-12,3,18*,17*,5,-7,2,20
CCCC(c1nnnn1CCc1ccccc1)N1CCN(C(=O)c2ccco2)CC1 (stereo not drawn),-9,0,0,0.2,-4,0,-20,5,-24
CC(=O)C1=C(O)C(=Cc2ccccc2)OC1=O,-18,/,-3,0.1,-1,1,-1,-10,/
O=C(NC1CC1)c1ccc2sc([C@@H]3O[C@H](CO)[C@H](O)[C@H](O)[C@H]3O)nc2c1,-1,/,4,-0.1,-2,0,-9,12,/
CCOc1ccc(NC(=S)NCc2nc3ccccc3[nH]2)cc1,-8,-5,0,1.0,-4,1,3,-3,-9
COc1ccc(NC(=O)Nc2c(C)n(C)n(-c3ccccc3)c2=O)cc1OC,-13,-3,3,0.7,-1,0,-2,2,-8
COc1ccc(NC(=O)CN2CCN(CC(=O)Nc3ccccc3OC)CC2)c(OC)c1,-5,/,6,4.0,-4,2,-4,-8,/
SMILES,CHO-K1 Ca antag,OXTR potentiate,CHRM1 PAM,M1 ag parental,CHRM1 agonist,CHRM4 agonist,CHRM1 antagonist,M4 antag,CHO parental Ca
CN(C(=O)C1CCCC1)C1CCS(=O)(=O)C1 (stereo not drawn),-2,0,7,1.2,-2,0,-7,4,4
NC(=O)c1ccc(NC(=O)COC(=O)c2cc(S(=O)(=O)N3CCOCC3)ccc2N2CCCCC2)cc1,-5,-6,9,0.4,-5,0,-15,-2,-7
CC(C)C[C@H]1CN(CCCC[C@@H]2CNC(=O)C(=O)N2Cc2ccccc2)C(=O)C(=O)N1CC1CCCCC1,-11,/,/,0.2,/,0,/,15,/
CCc1nnc(NC(=O)c2ccc(Cl)c(S(=O)(=O)N3CCc4ccccc43)c2)s1,10,-19,-4,4.9,1,9,2,0,13
COC(=O)c1ccc(N2CCN(S(=O)(=O)c3ccccc3)CC2)c([N+](=O)[O-])c1,13,-21,-4,1.9,-1,6,5,1,18
Nc1nnnn1/N=C/c1ccccn1,-1,-3,7,-0.1,-4,0,-6,-7,-5
CC(CC(=O)Nc1nncs1)c1ccccc1 (stereo not drawn),-6,-7,7,0.2,-1,1,-10,1,-8
COc1ccc(-n2c(Cc3cccs3)nnc2SCC(=O)Nc2ccc3c(c2)OCCO3)cc1,-15,-28,11,0.0,-1,-2,-13,-6,-9
COc1ccc(O)c(/C=N/N2CCCCC2)c1,-5,3,13,0.1,8,1,-22,-4,-6
O=C(O)c1ccc2cccnc2n1,0,-16,-1,0.1,-2,0,4,5,-3
Cc1ccc(NS(=O)(=O)c2cccc(C(=O)N3CCCCCCC3)c2)cc1,-7,-4,18,0.8,7,5,-7,-6,-18
COc1ccccc1/C=C/CN1CCC(Oc2ccc(C(=O)N3CCCCC3)cc2)CC1,4,-12,-12,0.2,-5,2,23,26,-6
Cc1cc(C(=O)CN(Cc2ccc(F)cc2)S(=O)(=O)c2ccc3c(c2)OCCO3)c(C)n1C,-8,-22,-5,1.3,-4,1,1,-10,-17
O=C(NC1CC2CCCC(C1)N2CC(=O)N1CCCc2ccccc21)C1CCCCC1 (stereo not drawn),8,-13,-5,-0.3,-4,0,11,-3,-28
COc1ccccc1Oc1ccc(N/C=C/C(=O)C(C)(C)C)cc1,-6,-2,-3,0.6,-6,0,3,-1,-7
CCOCc1nnc(NC(=O)c2c(OC)cccc2OC)s1,-8,-4,11,0.3,-4,0,-9,-4,12
Cc1ccc(C(=O)Nc2cccc(C(F)(F)F)c2)cc1NC(=O)c1cnnc2ccccc12,0&-3,-3,7&-9,0.5&-0.3,-2&-5,2&1,-20&3,-6&11,-14
COc1ccc(C(=O)Nc2ccnn2C2CCN(C(=O)c3cccnc3)CC2)cc1,7,-4,-4,0.2,-1,1,16,-2,1
CCc1nn(CC(=O)NCCC2=CCCCC2)c(=O)c2cc3cc(F)ccc3n12,-18,-13,6,0.8,-4,3,-5,-12,-7
COC(=O)[C@H](CC(C)C)NC(=O)N1CCCCC1,-13,-5,10,0.6,-3,0,-9,-1,10
CC(NC(=O)c1ccco1)C(=O)Nc1nccs1 (stereo not drawn),-2,-7,14,0.4,0,1,-26,-4,0
CCN(CC(=O)Nc1ccccc1C(F)(F)F)C(=O)Cn1c(=O)cnc2ccccc21,-5,0,9,1.8,0,1,-12,-7,-9
COc1ccc2c(c1)CCc1cnc(N)nc1-2,2,1,5,-0.1,-6,0,0,6,-4
CCCc1cc(=O)oc2cc(C)cc(OCC(=O)NCCCN3CCOCC3)c12,-13,-4,3,1.3,-6,1,-2,-10,-22
Cc1cc(Cl)c2oc(C(=O)NCC(C)(C)N3CCOCC3)c(C)c2c1,-18,-5,12,0.6,-3,0,-21,4,-28
SMILES,CHO-K1 Ca antag,OXTR potentiate,CHRM1 PAM,M1 ag parental,CHRM1 agonist,CHRM4 agonist,CHRM1 antagonist,M4 antag,CHO parental Ca
CC(=O)N1Cc2cc(C(=O)NCC(F)(F)F)nc(-c3cccc(-c4cc5ccccc5o4)c3)c2[C@@H]1CCO,-12,/,/,-0.1,/,0,/,-10,/
O=C(NCc1cn2ccccc2n1)c1ccc2c(c1)OCO2,-1,-3,4,0.3,-4,1,-2,2,-8
Cc1cc(C)cc(NC(=O)Cc2ccc(S(=O)(=O)N3CCCC3)s2)c1,0,-4,9,-0.2,-3,0,-2,-7,-17
CCN(C(=O)C1=COCCO1)c1nc2c(C)cccc2s1,-8,-2,4,0.2,-3,0,-3,1,8
CCOC(=O)CSc1nc2cc3c(cc2cc1C#N)OCCO3,-3,-9,4,0.2,-7,1,-3,-2,4
CCN(CC(=O)Nc1c(F)cccc1F)C(=O)CCc1ccc(OC)cc1,-12,-2,5,2.0,-3,2,-2,-1,22
CC(C)c1ccccc1NC(=S)NCc1ccncc1,-14,-32,8,1.0,-5,3,-9,-1,-4
COc1ccc(/C=C/C(=O)Nn2cnnc2)cc1,-5,-6,-6,0.0,-7,0,13,6,-14
CCCCCn1c(C(Cc2ccccc2)NC(C)=O)nc2ccccc21 (stereo not drawn),-5,1,12,-0.1,-4,1,-19,0,-16
COc1ccc(Cl)cc1C(=O)OCC(=O)NC(=O)c1cccn1C,-4,-5,4,1.7,-3,5,-6,-13,-13
O=C(CSc1nc2ccccc2s1)Nc1cc(S(=O)(=O)N2CCOCC2)ccc1Cl,6,-10,2,1.6,-6,1,-5,2,-13
N#CCC(=O)Nc1ccc(C(=O)OCC(=O)N2CCCC2=O)cc1,-7,-15,7,1.6,2,0,-13,0,-1
O=C(CNC(=O)c1ccc2ccccc2c1)Nc1ncccc1O,-10,1,5,0.2,-2,1,-3,3,-3
O=[N+]([O-])c1ccc(N2CCN(S(=O)(=O)c3ccccc3)CC2)cc1N1CCc2ccccc2C1,-11,-4,9,0.6,-9,0,-7,15,-5
CC(=O)Nc1nnc(SCC(=O)NC2CCCC2)s1,-6,-5,6,0.7,-2,2,-3,-13,3
O=C(CN1c2ccccc2Sc2ccccc21)N/N=C/c1ccccc1,-4,-11,2,0.2,-2,1,-12,-14,-26
Cc1ccc(-c2nc(CSCC(=O)N3CCOCC3)c(C)o2)cc1,-4,2,7,0.9,-2,2,-8,-1,-2
O=C(C1CCCO1)N1CCN(C(=S)Nc2ccccc2F)CC1 (stereo not drawn),-9,-1,7,0.6,-5,0,-2,-12,-4
CSCC[C@H](NC(=O)NCCc1ccc(F)cc1)C(=O)O,5,-15,6,-0.1,-3,1,-16,3,13
O=C(NCC(F)(F)F)c1nn(Cc2ccccc2)c(=O)c2ccccc12,4,4,2,2.2,-3,1,1,3,-17

# Of the compounds above, 2 have a COOH group.
SMILES,CHO-K1 Ca antag,OXTR potentiate,CHRM1 PAM,M1 ag parental,CHRM1 agonist,CHRM4 agonist,CHRM1 antagonist,M4 antag,CHO parental Ca
O=C(O)c1ccc2cccnc2n1,0,-16,-1,0.1,-2,0,4,5,-3
CSCC[C@H](NC(=O)NCCc1ccc(F)cc1)C(=O)O,5,-15,6,-0.1,-3,1,-16,3,13
